IDE exosite inh = exo-site inhibitors of human insulin-degrading enzyme; P14735; purified IDE, FL-6b probe fluorescence polarization; active compounds read low; z-score at 20 µM; 17,000 compounds, 6.3% hits; AID 1259349;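 active = z-score of -3 or lower, meaning strong loss of probe binding signal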;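 note: His-tagged human IDE residues 42-1019 made in E. coli with 30 nM FL-6b probe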
Target sequence (P14735 42-1019 limits assumed): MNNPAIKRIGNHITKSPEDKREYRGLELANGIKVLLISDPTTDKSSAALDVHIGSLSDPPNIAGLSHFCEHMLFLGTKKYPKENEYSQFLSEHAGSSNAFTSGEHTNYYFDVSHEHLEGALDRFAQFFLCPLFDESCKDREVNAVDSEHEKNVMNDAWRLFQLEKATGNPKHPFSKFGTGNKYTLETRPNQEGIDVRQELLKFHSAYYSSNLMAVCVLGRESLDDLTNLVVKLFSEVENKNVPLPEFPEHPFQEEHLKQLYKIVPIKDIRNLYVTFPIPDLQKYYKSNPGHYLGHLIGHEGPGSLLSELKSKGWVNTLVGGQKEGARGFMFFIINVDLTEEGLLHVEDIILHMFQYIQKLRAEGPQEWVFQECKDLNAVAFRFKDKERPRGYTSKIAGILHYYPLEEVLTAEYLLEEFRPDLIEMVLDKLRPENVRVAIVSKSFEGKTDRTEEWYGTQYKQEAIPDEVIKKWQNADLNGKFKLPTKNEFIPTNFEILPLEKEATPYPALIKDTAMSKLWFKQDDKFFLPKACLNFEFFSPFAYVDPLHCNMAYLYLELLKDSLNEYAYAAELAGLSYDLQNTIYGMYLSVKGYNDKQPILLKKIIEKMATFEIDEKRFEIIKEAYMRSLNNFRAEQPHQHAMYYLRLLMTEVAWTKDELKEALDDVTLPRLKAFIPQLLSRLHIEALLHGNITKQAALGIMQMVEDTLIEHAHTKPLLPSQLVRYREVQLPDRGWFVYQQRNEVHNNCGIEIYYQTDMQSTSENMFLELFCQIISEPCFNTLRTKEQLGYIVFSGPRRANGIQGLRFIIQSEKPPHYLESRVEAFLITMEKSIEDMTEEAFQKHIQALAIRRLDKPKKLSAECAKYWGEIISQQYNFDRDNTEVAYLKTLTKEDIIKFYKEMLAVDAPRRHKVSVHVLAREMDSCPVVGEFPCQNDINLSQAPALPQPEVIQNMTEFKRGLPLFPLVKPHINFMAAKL
An asterisk follows results filed as active. Only part of the results is shown (hit frequency here may not be typical).

SMILES	IDE exosite inh
COc1ccc(CN(C)C[C@H]2OCCCC[C@H](C)Oc3ccc(NC(=O)C4CCCCC4)cc3C(=O)N([C@H](C)CO)C[C@H]2C)cc1	0.0353
COCC(=O)N1CC[C@H]2[C@H](CO)Nc3ccc(C#Cc4ccc(F)cc4)cc3[C@H]21	1.08
COCC(=O)N1[C@@H](CO)[C@@H](c2ccccc2)C12CN(C(=O)c1ccccc1)C2	0.846
O=C(Nc1cccc(F)c1)N1CC(=O)N2[C@@H](CO)[C@@H](c3ccc(Br)cc3)[C@@H]2C1	1.32
Cc1noc(C)c1S(=O)(=O)Nc1ccc2c(c1)C(=O)N([C@H](C)CO)C[C@@H](C)[C@@H](CN(C)Cc1ccc(C(=O)O)cc1)OCCCC[C@H](C)O2	2.57
CC(=O)N1CC(=O)N2[C@H](C1)[C@H](c1ccc(-c3ccc(C)cc3)cc1)[C@@H]2CO	0.598
O=C(N[C@@H]1CC[C@@H](CC(=O)N2CCOCC2)O[C@@H]1CO)c1cccc(F)c1	-0.628
COCC(=O)N1CCCCN2[C@H](CO)[C@H](c3ccc(C#Cc4ccc(OC)cc4)cc3)[C@H]2C1	1.08
C/C=C/c1ccc([C@@H]2[C@H](C#N)N(C(=O)Cc3ccccn3)[C@H]2CO)cc1	-0.421
N#C[C@H]1[C@@H](c2ccc(C3=CCCC3)cc2)[C@@H](CO)N1C(=O)c1cccc(F)c1	6.54
CN1[C@H](C(=O)NCc2ccccn2)[C@@H](CO)[C@@H]2Cn3c(ccc(-c4ccc(F)cc4)c3=O)[C@@H]21	-0.333
Cc1nc(N2[C@H](C#N)[C@H](c3ccccc3)[C@H]2CO)sc1C	-0.233
C/C=C/c1ccc([C@H]2[C@@H](CO)N3C(=O)CN(Cc4ccc(F)cc4)C[C@@H]23)cc1	-0.0272
Cc1ccc(-c2ccccc2[C@@H]2[C@H](C#N)N(S(C)(=O)=O)[C@H]2CO)cc1	-0.45
O=C(C[C@@H]1CC[C@H](NS(=O)(=O)c2ccccc2F)[C@H](CO)O1)NCCCN1CCOCC1	0.44
O=C(Nc1ccc(F)cc1)N1CC(=O)N2[C@H](C1)[C@@H](c1ccc(-c3ccccc3)cc1)[C@@H]2CO	0.747
CS(=O)(=O)N1CC(=O)N2[C@H](CO)[C@H](c3ccc(C#Cc4cccc(F)c4)cc3)[C@@H]2C1	-9.05*
O=C(CCN1CCCCC1)N[C@@H]1CC[C@@H](CCn2cc(-c3cccc(F)c3)nn2)O[C@H]1CO	2.26
CN(C)CC(=O)N1[C@H](C#N)[C@@H](c2ccc(-c3ccccc3F)cc2)[C@H]1CO	0.21
CCc1cnc(N2[C@H](C#N)[C@@H](c3ccc(C4=CCCCC4)cc3)[C@@H]2CO)s1	-1.3
CS(=O)(=O)N1Cc2cc(C(=O)O)nc(-c3cccc(-c4ccccc4F)c3)c2[C@@H]1CCO	1.89
O=C(Cc1ccccn1)N[C@H]1CC[C@H](CCNS(=O)(=O)c2cccc(F)c2)O[C@@H]1CO	0.0602
CS(=O)(=O)N1[C@H](C#N)[C@@H](c2ccc(/C=C/c3ccccc3)cc2)[C@H]1CO	-0.787
CNC(=O)C[C@H]1CC[C@H]2[C@@H](COC[C@H](O)CN2Cc2ccccc2F)O1	1.39
CCc1nc(N2[C@H](CO)[C@@H](c3ccccc3-c3ccccc3F)[C@@H]2C#N)sc1C	-0.794
CC(C)[C@H]1C(=O)N[C@@H](c2cccc(Cl)c2)CC=CC[C@H](C)Oc2ccccc2C(=O)N1C (mixture of isomers)	-0.434
COc1cccc(C#Cc2ccc([C@@H]3[C@H]4CN(C(=O)c5ccncc5)CC(=O)N4[C@H]3CO)cc2)c1	-2.42
CCCNC(=O)[C@H]1[C@H](CO)[C@H]2Cn3c(ccc(C4=CCCC4)c3=O)[C@H]2N1C(=O)c1cnccn1	-0.11
O=C1CN(S(=O)(=O)Cc2ccccc2)C[C@@H]2[C@@H](c3ccc(C#Cc4cccnc4)cc3)[C@@H](CO)N12	0.799
CCCNC(=O)NC[C@H]1[C@H](c2ccc(C3=CCCCC3)cc2)[C@@H](CO)N1C(C)=O	0.587
COc1ccc(C#Cc2ccc([C@H]3[C@H](CO)N4CCCCN(S(=O)(=O)c5ccccc5)C[C@@H]34)cc2)cc1	4.74
COCC(=O)Nc1ccc2c(c1)[C@H]1C[C@@H](CC(=O)N[C@H](C)c3ccccc3)O[C@@H](CO)[C@H]1O2	1.9
CN(C)CC#Cc1ccc([C@@H]2[C@H](CO)N3CCCCN(CC4CCOCC4)C[C@@H]23)cc1	0.926
COc1ccccc1-c1ccc([C@@H]2[C@@H](C#N)N[C@@H]2CO)cc1	-8.94*
COc1ccc(C#Cc2ccc([C@@H]3[C@@H](CO)N4C(=O)CN(C(=O)C5CCOCC5)C[C@H]34)cc2)cc1	1.63
CN1C(=O)c2cc(NC(=O)c3ccc(F)c(F)c3)ccc2OC[C@@H]2O[C@@H](CC(=O)N3CCCCC3)CC[C@@H]21	0.209
CCCNC(=O)N1CC2(C1)[C@H](c1ccccc1)[C@@H](CO)N2Cc1ccc(Cl)cc1	-0.916
CCC(=O)N1[C@H](CO)[C@@H](c2ccccc2)[C@H]1CN(C(C)C)S(C)(=O)=O	4.58
Cc1noc(C)c1S(=O)(=O)N(C)C[C@H]1OCCCC[C@@H](C)Oc2ccc(N(C)C)cc2C(=O)N([C@@H](C)CO)C[C@@H]1C	-0.411
CCCNC(=O)C[C@H]1CC[C@@H]2[C@H](COc3ccc(NC(=O)CC)cc3C(=O)N2C)O1	-0.325
CCCNC(=O)NC[C@@H]1[C@@H](c2ccc(C3=CCCC3)cc2)[C@@H](CO)N1C(=O)CC	4.23
Cc1noc(C)c1NC(=O)N[C@@H]1C=C[C@@H](CC(=O)Nc2ccc(-c3ccccc3)cc2)O[C@@H]1CO	0.108
Cc1cccc(-c2ccc([C@H]3[C@H](CO)N4C(=O)CN(C(=O)c5cnccn5)C[C@@H]34)cc2)c1	-13.8*
C[C@H]1CCCCO[C@@H](CN(C)Cc2ccc(C(=O)O)cc2)[C@@H](C)CN([C@@H](C)CO)C(=O)c2cc(N(C)C)ccc2O1	-0.57
N#C[C@@H]1[C@H](c2ccccc2C2=CCCC2)[C@@H](CO)N1C(=O)C1CCOCC1	-0.307
C[C@H](CO)N1C[C@H](C)[C@H](CN(C)C(=O)C2CCCCC2)OCCCC[C@H](C)Oc2ccc(NS(=O)(=O)c3ccccc3)cc2C1=O	2.27
CC(C)C#Cc1ccc([C@H]2[C@@H](CO)N3CCCCN(C(=O)c4ccc5c(c4)OCO5)C[C@H]23)cc1	0.473
CCCN1[C@H](CO)[C@H](c2ccc(C3=CCCCC3)cc2)[C@@H]1CNS(C)(=O)=O	1.26
CN(C)C(=O)c1cccc(-c2ccc([C@H]3[C@@H](CO)N4C(=O)CN(C(=O)C5CCCCC5)C[C@@H]34)cc2)c1	1.23
COc1ccc(-c2ccc([C@H]3[C@@H](CO)N4C(=O)CN(C(=O)NC(C)C)C[C@@H]34)cc2)cc1	1.25
Cc1ccccc1S(=O)(=O)N1CCCCN2[C@@H](CO)[C@@H](c3ccc(-c4cccnc4)cc3)[C@@H]2C1	-14.4*
CCNC(=O)[C@H]1[C@H](CO)[C@H]2Cn3c(cccc3=O)[C@@H]1N2C(=O)Nc1cc(F)ccc1F	0.114
N#C[C@H]1[C@H](c2ccccc2-c2ccccc2F)[C@H](CO)N1C(=O)C1CC1	2.82
OC[C@H]1[C@@H](c2ccc(Br)cc2)[C@@H]2CN(Cc3ccccn3)CCCCN12	1.06
COCC(=O)N1CC(=O)N2[C@H](C1)[C@@H](c1ccc(C#CC3CCCCC3)cc1)[C@@H]2CO	-10.6*
Cc1cccc(-c2ccc(C3[C@@H]4CN(C(=O)Nc5ccc(C(F)(F)F)cc5)C[C@H]3N4)cc2)c1 (some centres not stated)	4.11
C[C@@H]1CN([C@@H](C)CO)C(=O)Cc2cc(N(C)C)ccc2O[C@H]1CN(C)C(=O)NC1CCCCC1	-0.645
O=C(CN1CCOCC1)NC[C@@H]1N[C@@H](CO)[C@H]1c1ccc(-c2ccccc2)cc1	-0.531
CC(=O)N1CC2(C1)[C@H](c1ccc(-c3cccc(C#N)c3)cc1)[C@H](CO)N2CCC(F)(F)F	1.79
COc1ccccc1C#Cc1ccc([C@@H]2[C@H]3CN(CCC(F)(F)F)CCCCN3[C@H]2CO)cc1	-7.78*

Gathered by group: those above with a COOH group (three)
SMILES	IDE exosite inh
Cc1noc(C)c1S(=O)(=O)Nc1ccc2c(c1)C(=O)N([C@H](C)CO)C[C@@H](C)[C@@H](CN(C)Cc1ccc(C(=O)O)cc1)OCCCC[C@H](C)O2	2.57
CS(=O)(=O)N1Cc2cc(C(=O)O)nc(-c3cccc(-c4ccccc4F)c3)c2[C@@H]1CCO	1.89
C[C@H]1CCCCO[C@@H](CN(C)Cc2ccc(C(=O)O)cc2)[C@@H](C)CN([C@@H](C)CO)C(=O)c2cc(N(C)C)ccc2O1	-0.57

The list goes on:
SMILES	IDE exosite inh
COc1ccccc1-c1ccc([C@H]2[C@@H](CO)N(C(=O)C3CC3)[C@H]2C#N)cc1	-1.65
CCCC#Cc1ccc([C@H]2[C@@H](CO)N3CCCCN(Cc4cccnc4)C[C@@H]23)cc1	0.866
O=C(C[C@@H]1CC[C@H]2[C@@H](COC[C@@H](O)CN2C(=O)Nc2cc(Cl)cc(Cl)c2)O1)N1CCOCC1	0.722
COc1cccc(NC(=O)Nc2ccc3c(c2)C(=O)N(C)C[C@H](OC)[C@H](C)CN(CC2CC2)[C@H](C)CO3)c1	1.53
CCCC#Cc1ccc([C@@H]2[C@H](CO)N3C(=O)CN(C(=O)Nc4ccc(F)cc4)C[C@@H]23)cc1	3.36
Cc1ccc(-c2ccc([C@H]3[C@@H](CO)N4CCCCN(C(=O)Nc5cccc(F)c5)C[C@@H]34)cc2)cc1	0.214
O=C(C1CC1)N1CC(=O)N2[C@H](CO)[C@@H](c3ccc(C#CC4CCCC4)cc3)[C@@H]2C1	1.19
C/C=C/c1ccc([C@@H]2[C@@H](CO)N3CCCCN(C(=O)Nc4ccc(OC)cc4)C[C@H]23)cc1	3.26
CC(C)NC(=O)N1[C@@H](CO)[C@@H](c2ccccc2)C12CN(Cc1cc(F)cc(F)c1)C2	-0.564
CC(=O)N1CC(=O)N2[C@H](CO)[C@H](c3ccc(-c4ccc(C#N)cc4)cc3)[C@@H]2C1	1.45
COc1cccc(NC(=O)N2CC3(C2)[C@@H](c2ccccc2)[C@@H](CO)N3C(C)=O)c1	1.43
CCC(=O)Nc1ccc2c(c1)C(=O)N(C)C[C@H](OC)[C@H](C)CN(Cc1nccs1)[C@H](C)CO2	-0.115

Two of the compounds above, with each value named:
> COCC(=O)N1CCCCN2[C@H](CO)[C@H](c3ccc(C#Cc4ccc(OC)cc4)cc3)[C@H]2C1
- IDE exosite inh: 1.08
> COc1ccccc1-c1ccc([C@H]2[C@@H](CO)N(C(=O)C3CC3)[C@H]2C#N)cc1
- IDE exosite inh: -1.65

Further entries:
SMILES	IDE exosite inh
Cc1ccccc1-c1ccc([C@@H]2[C@H]3CN(C(=O)c4ccncc4)CC(=O)N3[C@H]2CO)cc1	-13.6*
O=C(C[C@@H]1CC[C@H]2[C@@H](COC[C@@H](O)CN2C(=O)c2cnccn2)O1)N1CCN(c2ccccc2)CC1	-1.67
CN1c2ccc(-c3cccc(C#N)c3)cc2[C@H]2[C@H](CCN2C(=O)CN2CCOCC2)[C@H]1CO	-0.128
Cc1cccc(-c2ccc([C@H]3[C@@H](CO)N4CCCCN(C(=O)c5ccncc5)C[C@H]34)cc2)c1	-18.3*
CC(=O)N1CC(=O)N2[C@H](C1)[C@@H](c1ccc(-c3ccc(C)cc3)cc1)[C@@H]2CO	0.619
C/C=C/c1ccc([C@H]2[C@H](CO)N3CCCCN(S(=O)(=O)c4ccc(F)cc4)C[C@@H]23)cc1	4.08
Cc1noc(C)c1S(=O)(=O)Nc1ccc2c(c1)C(=O)N([C@H](C)CO)C[C@@H](C)[C@H](CN(C)Cc1ccc(C(=O)O)cc1)OCCCC[C@@H](C)O2	1.64
Cc1noc(C)c1S(=O)(=O)N(C)C[C@H]1OCc2cn(nn2)CCCC(=O)N([C@H](C)CO)C[C@@H]1C	-0.138
C[C@H]1CN([C@@H](C)CO)C(=O)c2c(c3ccccc3n2C)-c2ccccc2CO[C@H]1CN(C)C(=O)NC1CCCCC1	-0.302
CCCNC(=O)c1cc2c(c(-c3cccc(-c4cc5ccccc5o4)c3)n1)[C@@H](CCO)N(C(=O)NC(C)C)C2	1.05
COCC(=O)N1[C@H](CO)[C@H](c2ccc(-c3ccccc3OC)cc2)C12CN(C(C)=O)C2	-2.97
O=C(c1ccccn1)N1CC2(C1)[C@@H](c1ccccc1)[C@@H](CO)N2Cc1ccc(F)cc1	-0.74

Single values from the entries so far:
In IDE exosite inh, CN1c2ccc(-c3cccc(C#N)c3)cc2[C@H]2[C@H](CCN2C(=O)CN2CCOCC2)[C@H]1CO is listed with -0.128
In IDE exosite inh, Cc1cccc(-c2ccc([C@H]3[C@@H](CO)N4CCCCN(C(=O)c5ccncc5)C[C@H]34)cc2)c1 is listed with -18.3*

Other results follow:
SMILES	IDE exosite inh
C/C=C/c1ccc([C@H]2[C@H](CO)N3CCCCN(C(=O)Nc4ccc(F)cc4)C[C@@H]23)cc1	4.74
O=C(c1ccc2c(c1)OCO2)N1CC(=O)N2[C@H](CO)[C@@H](c3ccc(C#CCC4CCCC4)cc3)[C@H]2C1	3.08
CCCC#Cc1ccc([C@@H]2[C@@H](CO)N(C(=O)C3CCCC3)[C@H]2C#N)cc1	3.16
O=C1CN(S(=O)(=O)c2ccccc2)C[C@@H]2[C@@H](c3ccc(Br)cc3)[C@H](CO)N12	-1.89

2 entries from above in another layout.
canonical_smiles | IDE exosite inh
C/C=C/c1ccc([C@H]2[C@H](CO)N3CCCCN(C(=O)Nc4ccc(F)cc4)C[C@@H]23)cc1 | 4.74
O=C(c1ccc2c(c1)OCO2)N1CC(=O)N2[C@H](CO)[C@@H](c3ccc(C#CCC4CCCC4)cc3)[C@H]2C1 | 3.08

From PubChem
